Screening data (PubChem)
M1 ag parental: nonselective activator or artifact in parental CHO-K1 cells | actives 0.48% (n = 360,000) | Fluo-8 calcium fluorescence; scaled to maximal ATP response, vehicle zero | AID 602248 | activation, % at 3 µM; in the data active means activation above about 15%;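 further: untransfected CHO-K1 host cells lacking M1 receptor as counterscreen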
M4 ag: CHRM4 agonism in calcium assay; P08173; CHO-K1 hM4/Gqi5, Fluo-8 calcium fluorescence; vehicle 0%, full acetylcholine response 100%; activation, % at 3 µM; actives 0.14% (n = 360,000); AID 624127;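 active means activation above the run mean over all test wells plus 3 SD, cut at about 32% in these data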;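 further: peak over basal fluorescence ratio per well then scaled between controls; 0% = DMSO wells and 100% = acetylcholine at EC100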
Target sequence (P08173 whole entry, looked up): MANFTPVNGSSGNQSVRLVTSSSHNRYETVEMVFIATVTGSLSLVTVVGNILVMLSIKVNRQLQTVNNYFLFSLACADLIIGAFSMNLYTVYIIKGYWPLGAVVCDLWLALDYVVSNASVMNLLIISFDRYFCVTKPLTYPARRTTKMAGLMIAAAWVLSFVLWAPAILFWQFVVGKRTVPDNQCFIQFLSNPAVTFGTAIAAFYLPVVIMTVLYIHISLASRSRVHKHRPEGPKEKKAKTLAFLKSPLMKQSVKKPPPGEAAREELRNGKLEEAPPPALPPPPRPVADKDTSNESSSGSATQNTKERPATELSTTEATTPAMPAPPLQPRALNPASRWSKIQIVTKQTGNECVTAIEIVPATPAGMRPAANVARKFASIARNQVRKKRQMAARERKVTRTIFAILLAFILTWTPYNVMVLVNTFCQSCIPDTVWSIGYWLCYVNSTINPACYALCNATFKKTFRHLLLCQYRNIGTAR
CHRM4 antagonist: blocks acetylcholine activation of human M4 receptor | actives 0.73% (n = 360,000) | CHO-hM4 cells, ACh EC80, Fluo-8 calcium fluorescence | inhibition, % at 3 µM;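 active means inhibition above its plate's cutoff, the mean inhibition of sample wells plus 3 SD, cut at about 27% in these data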;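 further: 0% = acetylcholine EC80 with DMSO and 100% = DMSO without agonist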
OXTR potentiate: potentiators of human oxytocin receptor. P30559. CHO-OTR cells, Fluo-8 calcium fluorescence, potentiator mode; 0% = oxytocin EC15, 100% = EC100. activation, % at 3 µM. actives 0.061% (n = 320,000). AID 2445;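 active means activation above that plate's cutoff, the mean activation of tested compounds plus 3 SD, cut at about 6.6% in these data, passing the limit was not always enough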;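 further: 100% uses oxytocin at 75 nM as the full agonist control; some results filed as inactive read as strong as hits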
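System: human OTR in CHO cells / Also added: sub-maximal oxytocin, roughly EC15 / Control set: EC15 oxytocin low, 75 nM oxytocin high / Schedule: 6 min compound pre-incubation at room temperature, 100 s kinetic read / Compound: single-point 3.0 µM / Replication: singlicate / Technique: Fluo-8 calcium dye fluorescence / Read-out basis: % activation of max/min ratio relative to oxytocin controls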
CHO parental Ca: signal in parental CHO cells, OX1R antagonist counter-screen; inhibition, % at 5.6 µM; parental CHO-K1, ATP-induced calcium, Fluo-8 fluorescence; actives 0.63% (n = 330,000); AID 463079;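 active means inhibition above that plate's mean sample inhibition plus 3 SD, cut at about 26% in these data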;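 further: 0% = ATP-challenged DMSO wells and 100% = DMSO wells without ATP; some compounds past the cut are filed as inactive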
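material = parental CHO cells | also added = ATP as calcium-mobilizing challenge | dosing = single point at 5.6 µM | detection = intracellular calcium via Fluo-8 no-wash fluorescent dye | read-out = % inhibition | benchmarks = low control ATP plus DMSO, high control DMSO only | repeats = one well per compound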
M1 antag: blocks human M1 muscarinic receptor; CHO-K1 hM1, Fluo-8 calcium fluorescence, ACh EC80 antagonist; inhibition, % at 3 µM; actives 1.3% (n = 360,000); AID 588852;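 active means percent inhibition above its own plate's cutoff, namely the mean of that plate's compound wells plus 3 SD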;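 further: peak over basal fluorescence ratio during 140 s after agonist addition; 0% = ACh EC80 plus DMSO and 100% = DMSO alone without agonist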
Target sequence (P11229 whole entry, looked up): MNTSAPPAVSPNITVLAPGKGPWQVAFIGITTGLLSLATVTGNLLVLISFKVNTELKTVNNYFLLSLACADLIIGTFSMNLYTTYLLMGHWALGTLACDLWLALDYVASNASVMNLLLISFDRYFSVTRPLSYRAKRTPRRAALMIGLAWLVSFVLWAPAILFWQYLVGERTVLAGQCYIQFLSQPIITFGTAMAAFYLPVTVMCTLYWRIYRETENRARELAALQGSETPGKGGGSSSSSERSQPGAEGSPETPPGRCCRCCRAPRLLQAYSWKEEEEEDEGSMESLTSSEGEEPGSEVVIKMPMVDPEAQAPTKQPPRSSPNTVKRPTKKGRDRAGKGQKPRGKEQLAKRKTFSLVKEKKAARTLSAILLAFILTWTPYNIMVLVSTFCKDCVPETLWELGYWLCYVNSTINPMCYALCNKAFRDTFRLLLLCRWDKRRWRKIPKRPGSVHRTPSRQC
CHO-K1 Ca antag: M1 antagonist counterscreen hit in parental CHO-K1 cells | ATP-induced calcium, Fluo-8 fluorescence | inhibition, % at 3 µM | actives 0.6% (n = 360,000) | AID 602250;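 active means inhibition above a per-plate cutoff, the plate's mean sample inhibition plus 3 SD, cut at about 24% in these data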;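 further: 0% = DMSO plus EC80 ATP and 100% = DMSO alone without ATP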
CHRM1 PAM: positive allosteric modulators of human M1 muscarinic receptor. P11229. CHO-K1 hM1, Fluo-8 calcium fluorescence, ACh EC20; 0% = ACh EC20, 100% = maximal ACh. activation, % at 3 µM. actives 0.088% (n = 360,000); in the data active means activation above about 19%, passing the limit was not always enough
M1 ag: activates human CHRM1 receptor | CHO-K1 hM1, Fluo-8 calcium fluorescence, agonist mode; 0% DMSO, 100% acetylcholine EC100 | actives 0.33% (n = 360,000) | activation, % at 3 µM | AID 588814 | P11229;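 active means activation above the run's mean compound activation plus 3 SD, cut at about 16% in these data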;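 further: peak over basal fluorescence ratio within a 140 s kinetic read after compound addition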
* marks the source's active call; other numbers are inactive results; nt = not tested or not shown.

Structure | M1 ag parental | M4 ag | CHRM4 antagonist | OXTR potentiate | CHO parental Ca | M1 antag | CHO-K1 Ca antag | CHRM1 PAM | M1 ag
O=C(OCc1cc(=O)n2c(n1)sc1ccccc12)c1cccc(O)c1 | 0.7 | 6.8 | -4.5 | -3.6 | 13.5 | 8.6 | 7.6 | -0.3 | -0.9
Cc1ccccc1CSc1nc(C(C)(C)C)cc(=O)[nH]1 | -0.1 | 0.3 | 3.6 | -22.6 | -9.4 | 3.1 | -2.8 | 2.8 | -2.1
COc1ccc(CC(=O)NNC(=O)c2nn(Cc3ccccc3)c(=O)c3ccccc23)cc1OC | -0.3 | -1.8 | -6.2 | 0.2 | -12.1 | -23.9 | -6.7 | 11.3 | -3.5
O=[N+]([O-])c1ccc(NCCNc2ccc(Cl)nn2)cc1 | 1.3 | 4.1 | 11.6 | -5.3 | -11.1 | 0.3 | 5.5 | -1.9 | -5.0
Cn1c(=O)[nH]c(=O)c2c1nc(N(CCO)Cc1ccccc1)n2Cc1ccccc1Cl | 0.4 | 1.0 | -5.6 | 6.2 | -16.5 | 4.0 | -11.1 | 0.2 | -4.2
N#Cc1c(-c2ccc(F)cc2)cc(C2CC2)nc1SCC(=O)c1cccs1 | 0.1 | 0.4 | -0.7 | 0.3 | -19.9 | -9.5 | -4.7 | 7.6 | -4.4
O=C(O)CNC(=O)c1cccc(C(F)(F)F)c1 | -0.4 | 1.1 | -6.7 | -5.2 | 0.5 | 10.6 | 12.3 | 0.4 | -0.2
Cc1ccc(S(=O)(=O)NCc2cn3c(C)csc3n2)cc1 | 0.1 | 1.0 | 8.9 | -2.7 | -2.3 | -1.9 | -7.7 | 2.3 | -2.8
COc1ccc(NC(=O)CC2C(=O)NCCN2C(=O)c2ccc(Cl)cc2)cc1 (stereo not given) | 0.3 | -0.4 | -1.0 | 0.1 | -9.4 | 0.7 | -4.1 | 8.6 | -0.3
Cc1ccc(NC(=O)CCCCCN2C(=O)[C@@H]3Cc4ccccc4CN3C2=O)c(C)c1 | 4.9 | 2.1 | -5.8 | -7.6 | -39.3 | -5.6 | -13.2 | 0.2 | -1.4
COc1ccc(N(C(=O)Cc2cccs2)C(C(=O)NC2CCCC2)c2ccncc2)cc1 (stereo not given) | 2.9 | 0.1 | 10.3 | -7.9 | -30.7 | -8.2 | -0.1 | 4.2 | -5.2
OC1C2(Cc3ccccc3)CN3CCN(C2)CC1(Cc1ccccc1)C3 (stereo not given) | 0.1 | 0.3 | -6.3 | -0.4 | -21.4 | -5.0 | -8.9 | -9.4 | -2.5
CCOC(=O)N1CCN(Cc2nc(N)nc(Nc3ccccc3C)n2)CC1 | 0.7 | 0.6 | -1.3 | -3.0 | -0.1 | -15.8 | -15.6 | 9.6 | -4.3
O=C(NC1CCCC1)C(c1ccccn1)N(C(=O)c1csnn1)c1ccccc1Cl (stereo not given) | 1.0 | 0.5 | 1.9 | 8.3 | -9.7 | -15.7 | -6.2 | 11.1 | 1.6
CN(CC(=O)Nc1cccc(F)c1)C(=O)c1cccc(S(=O)(=O)N2CCN(c3ccccc3)CC2)c1 | 6.8 | 10.0 | 9.1 | -9.5 | 7.3 | -2.3 | -4.0 | 5.9 | 1.4
CCOc1ccccc1OCCCNCc1ccco1 | 0.9 | 2.3 | -14.6 | -5.2 | -9.8 | -3.9 | -4.2 | 5.4 | -10.5
COCCNC(=O)c1ccc2c(c1)S(=O)(=O)c1ccccc1C2=O | 0.1 | 1.0 | -0.9 | -7.4 | 0.0 | -1.0 | -10.1 | 6.9 | -5.0
CC(C)NC(=O)COC(=O)c1ccccc1Oc1ccccc1 | 0.5 | 1.1 | -4.5 | -2.9 | -17.1 | -9.4 | -5.3 | 6.0 | -5.3
NC(=O)C1=C[C@H](c2ccc(C(F)(F)F)cc2)C[C@H](OCc2ccc(CO)cc2)O1 | 2.5 | 2.9 | 0.5 | -6.9 | -5.1 | -1.5 | -21.3 | 6.9 | -0.1
COc1cccc(C(=O)Nc2nnc(S(=O)(=O)N3CCOCC3)s2)c1 | 1.7 | 0.7 | -5.0 | 1.1 | 2.8 | -15.2 | -7.9 | 7.1 | 0.3
CN(C)CCOc1ccc2c(c1)Sc1ccccc1CC2=O | 3.9 | 0.7 | 9.3 | 0.4 | -3.7 | 8.6 | 9.1 | -5.7 | 10.3
COC(=O)c1cc(=O)n2c(-c3ccc(OC)cc3)csc2n1 | -0.1 | 0.1 | 7.5 | -15.1 | -8.3 | 11.6 | 18.7 | -0.4 | -3.2
CCCCc1cc2c(cc1NC(=O)CN1CCCCC1)OCCO2 | 3.1 | 8.1 | -5.7 | -2.6 | -24.8 | 5.3 | -8.1 | 1.7 | -5.2
O=C(COC(=O)c1ccccn1)NNC(=O)c1ccc([N+](=O)[O-])cc1 | -0.1 | -0.3 | -0.3 | -10.1 | -4.6 | -12.5 | 0.3 | 4.1 | -1.1
COC(=O)C1=C(C)N(Cc2ccccc2)C(=NCCCCO)N[C@H]1CCc1ccccc1 | 1.0 | 1.3 | -2.2 | -9.8 | -26.2 | 2.3 | -7.1 | 8.0 | -11.1

A second format for part of the listing above:
O=C(O)CNC(=O)c1cccc(C(F)(F)F)c1
  M1 ag parental: -0.4 | M4 ag: 1.1 | CHRM4 antagonist: -6.7 | OXTR potentiate: -5.2 | CHO parental Ca: 0.5 | M1 antag: 10.6 | CHO-K1 Ca antag: 12.3 | CHRM1 PAM: 0.4 | M1 ag: -0.2

O=C(NC1CCCC1)C(c1ccccn1)N(C(=O)c1csnn1)c1ccccc1Cl (stereo not given)
  M1 ag parental: 1.0 | M4 ag: 0.5 | CHRM4 antagonist: 1.9 | OXTR potentiate: 8.3 | CHO parental Ca: -9.7 | M1 antag: -15.7 | CHO-K1 Ca antag: -6.2 | CHRM1 PAM: 11.1 | M1 ag: 1.6

COc1ccc(CC(=O)NNC(=O)c2nn(Cc3ccccc3)c(=O)c3ccccc23)cc1OC
  M1 ag parental: -0.3 | M4 ag: -1.8 | CHRM4 antagonist: -6.2 | OXTR potentiate: 0.2 | CHO parental Ca: -12.1 | M1 antag: -23.9 | CHO-K1 Ca antag: -6.7 | CHRM1 PAM: 11.3 | M1 ag: -3.5

COC(=O)C1=C(C)N(Cc2ccccc2)C(=NCCCCO)N[C@H]1CCc1ccccc1
  M1 ag parental: 1.0 | M4 ag: 1.3 | CHRM4 antagonist: -2.2 | OXTR potentiate: -9.8 | CHO parental Ca: -26.2 | M1 antag: 2.3 | CHO-K1 Ca antag: -7.1 | CHRM1 PAM: 8.0 | M1 ag: -11.1

The list goes on.
Below each compound – M1 ag parental, M4 ag, CHRM4 antagonist, OXTR potentiate, CHO parental Ca, M1 antag, CHO-K1 Ca antag, CHRM1 PAM, M1 ag
- CCOC(=O)c1[nH]c(=O)[nH]c1CSCCO
→ -0.1, 0.4, -8.0, -12.3, -10.3, -0.4, -6.9, 3.6, -3.8
- Cc1cc(Nc2ccccc2)cc(=O)n1C
→ 0.0, 0.6, 2.8, -1.8, -5.2, -6.7, -11.1, 11.8, -3.2
- COc1ccc(NS(=O)(=O)c2ccc(S(=O)(=O)N3CCCC3)cc2)cc1
→ 2.6, 8.3, 6.4, -31.7, 40.2*, 7.3, 4.4, -4.1, -0.6
- OCC[C@@H]1C[C@H](O)[C@@H](O)[C@@]2(CCCc3ccccc3O2)O1
→ 0.3, 0.3, 12.8, -1.8, -7.2, 2.5, 2.6, 1.1, -3.4
- O=C(CCSc1nnc2ccc3ccccc3n12)Nc1ccc(F)cc1
→ -0.1, 4.5, -2.5, -5.0, -13.6, -25.0, -7.5, 8.4, -1.6
- CS(=O)(=O)c1nc(S(=O)(=O)c2ccc(Cl)cc2)c(N2CCN(CCO)CC2)s1
→ 0.4, 1.1, 2.2, -6.0, -5.1, 3.1, -11.9, 2.5, -0.2
- CCOC(=O)C(=CNCC(=O)O)C(=O)OCC
→ -0.1, 0.8, 6.6, 1.6, -11.9, -10.2, -12.2, 5.4, -4.5
- CC(CCc1ccccc1)NCC(O)c1cccc([N+](=O)[O-])c1 (stereo not given)
→ 6.9, 4.4, 2.2, -6.8, -17.2, 3.7, -9.8, -10.0, -15.9
- O=c1cc(-c2ccco2)oc2ccccc12
→ 7.4, 1.2, -4.1, nt, nt, -6.8, 8.1, 7.4, -2.6
- O=C(Oc1ccc(=O)n(-c2ccccc2)n1)c1ccc(Cl)cc1
→ 0.2, 0.3, 11.1, 3.5, -9.9, -15.1, -6.1, 6.1, -3.8
- COc1ccc(N=Nc2c(C)[nH][nH]c2=O)cc1
→ 0.4, 0.0, -0.9, 7.6, -7.4, -6.3, 1.1, 9.1, -6.8
- Cn1c(COc2ccc(F)cc2)nc2ccccc21
→ -0.1, -0.8, -0.2, -13.6, -12.4, 3.0, -2.5, 5.2, -6.9
- Cc1ncc([N+](=O)[O-])n1CC(=O)Nc1cc(Cl)ccc1Cl
→ 0.8, 0.2, -9.5, -10.0, -7.8, -10.3, -11.4, 1.7, -4.0
- O=C1NC(=S)NC1=Cc1ccc(O)cc1
→ 0.6, 0.8, -2.5, nt, nt, -3.0, -10.9, 3.7, -2.0
- Cn1c(SC2CCCCC2=O)nnc1-c1ccccc1F (stereo not given)
→ 0.0, 0.8, -5.5, -3.0, -4.3, -1.3, -1.6, 6.3, -4.2

Below each compound – M1 ag parental, M4 ag, CHRM4 antagonist, OXTR potentiate, CHO parental Ca, M1 antag, CHO-K1 Ca antag, CHRM1 PAM, M1 ag
- CC(=O)c1ccccc1NS(C)(=O)=O
→ 0.2, 0.5, -6.4, -1.8, 4.9, -5.0, -1.9, 3.8, -4.2
- COc1ccc(NC(=O)CSc2nnc(-c3ccc(C)cc3)n2N)cc1
→ -0.7, -1.1, -0.3, 1.7, -4.4, -7.8, -18.2, 3.0, -6.4
- CCOC(=O)c1ccccc1NC(=O)CSc1nc2ccccc2c(=O)[nH]1
→ 0.9, 8.2, 0.9, -1.8, -39.7, 16.7, 9.7, 0.2, -3.7
- O=C1CCCCN1CC(=O)N1CCCC(Nc2ccc(F)cc2)C1 (stereo not given)
→ 0.9, 0.8, -0.5, -13.7, 1.7, -10.3, -5.0, 2.6, -1.4
- Cn1c(=O)[nH]c2ccc([N+](=O)[O-])nc21
→ -0.1, 0.2, 16.6, 0.5, 1.7, -7.1, -1.5, -2.6, -5.2
- COc1ccc(NC(=O)c2ccc(CN3CCc4ccccc4C3)cc2)c(OC)c1
→ 0.0, -0.4, -4.5, -1.9, -18.8, 0.2, 15.0, -10.0, -8.9
- CCN(CC)S(=O)(=O)c1ccc(-c2nnc(SCC(=O)Nc3ccc(OC)c(OC)c3)o2)cc1
→ 0.0, 2.0, 10.0, 0.3, 4.8, 1.0, 0.0, 3.0, -2.9
- CCOC(=O)c1oc2ccc(Br)cc2c1COC(=O)C1=COCCO1
→ 0.2, 1.1, 1.2, -8.5, -9.3, 56.9*, -12.5, -25.0, -7.4
- CCOC(=O)Cn1cnc2c(cnn2-c2ccc(Cl)cc2)c1=O
→ 0.5, 3.1, -4.8, -10.6, 0.8, -16.6, -5.5, 9.6, 0.9
- O=C(COC(=O)C1COc2ccccc2O1)NC(=O)Nc1ccc2c(c1)OCCO2 (stereo not given)
→ 0.0, 1.6, -0.4, -11.4, -17.1, -10.8, -0.7, 11.8, -2.1
